UBC13 polyUb: human UBC13 polyubiquitination inhibition. P61088. UBC13 polyubiquitin chain formation, TR-FRET. inhibition, % at 20 µM. 0.47% of 330,000 active. AID 485273; in the data active = inhibition above about 45%, passing the limit was not always enough; inconclusive = no clear call, values can overlap the other calls
Target sequence (P61088 whole entry, looked up): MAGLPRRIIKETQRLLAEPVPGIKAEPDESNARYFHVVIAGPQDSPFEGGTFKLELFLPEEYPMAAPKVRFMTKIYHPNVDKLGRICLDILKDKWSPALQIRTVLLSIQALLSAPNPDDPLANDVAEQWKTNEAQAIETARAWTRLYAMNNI
SENP8 block-1: inhibitors of human SENP8 protease; Q96LD8; recombinant SENP8, Nedd8 substrate fluorescence; 0.64% of 360,000 active; inhibition, % at 20 µM; AID 602440; in the data active = inhibition mostly above about 40%, no sharp cut-off; inactive = mostly below about 27%
Target sequence (Q96LD8 whole entry, looked up): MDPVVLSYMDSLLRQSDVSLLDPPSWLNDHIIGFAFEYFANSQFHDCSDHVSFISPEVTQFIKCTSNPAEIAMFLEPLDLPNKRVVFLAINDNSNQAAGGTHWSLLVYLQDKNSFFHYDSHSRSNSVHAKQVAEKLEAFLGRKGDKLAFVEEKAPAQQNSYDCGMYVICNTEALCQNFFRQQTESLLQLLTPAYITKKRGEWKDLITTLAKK
beta cell repl: inducers of beta-cell replication in MIN6 cells; MIN6 cells proliferation, ATPlite luminescence, 48 h; cells starved in 0.2% serum; 100% = growth in 10% serum; 0.29% of 330,000 active; proliferation, % at 10 µM;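 active = compounds whose signal lies at least 3.5 SD above the mean of all wells on their plate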;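 note: 0% = DMSO-treated cells in low-serum medium and 100% = 10% serum control; some compounds called inactive have numbers as strong as hits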
SENP8 block-2: SENP8 protease inhibition | Q96LD8 | purified SENP8, Z-RLRGG-aminoluciferin cleavage, luminescence | inhibition, % at 10 µM | 1.2% of 330,000 active | AID 2540; in the data active = inhibition above about 50%
SENP1 FRET inh: SENP1 (human) catalytic domain inhibition; Q9P0U3; recombinant SENP1 catalytic domain, CyPet-SUMO1-YPet FRET cleavage; 0.21% of 360,000 active; AID 624204; inhibition, % at 10 µM;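 active = inhibition at least 30% at 10 µM, raw YFP signal under a set limit, fluorescence ratio 0.5 to 1.5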;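 note: 0% = enzyme with DMSO and 100% = no enzyme wells; some results filed as inactive read as strong as hits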
Target sequence (Q9P0U3 419-644 limits assumed): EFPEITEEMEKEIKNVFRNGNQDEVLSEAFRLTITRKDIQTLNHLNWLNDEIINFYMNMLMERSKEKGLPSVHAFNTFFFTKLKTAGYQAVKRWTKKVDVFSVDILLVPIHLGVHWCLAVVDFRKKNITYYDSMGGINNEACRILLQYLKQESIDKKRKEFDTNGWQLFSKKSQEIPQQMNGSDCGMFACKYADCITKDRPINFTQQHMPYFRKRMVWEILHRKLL
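system = hSENP1 catalytic domain, recombinant | reagent = SFCypet-SUMO1-SFYpet substrate at 25 nM | doses = one dose per compound, 10 µM, 0.5% DMSO | incubation = enzyme reaction for 50 min at room temperature, dark | measured by = FRET, CFP and YFP emission | controls = no-enzyme low, enzyme-DMSO high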
HKDC1 inh: blocks human hexokinase HKDC1 activity; recombinant HKDC1, G6PDH/diaphorase resazurin coupled fluorescence; Q2TB90; 0.16% of 340,000 active; AID 493160; inhibition, % at 20 µM;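 active = inhibition above about 35% when tested at 20 µM, limit read from the data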;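 note: plate controls were DMSO wells with enzyme for no effect and DMSO wells lacking enzyme for full effect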
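Test system: recombinant HKDC1 (HK5) hexokinase enzyme, produced in-house; Amount: enzyme 5 µg/mL final; Buffer or medium: Tris pH 8.0 buffer with MgCl2, Tween-20, BSA, BME; Reagent: glucose and ATP substrates; Doses: 20 µM test compound, 1% DMSO; Incubation: 90 min reaction incubation at room temperature, dark; Detection: resorufin fluorescence at 613 nm.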
SENP7 inh: inhibitors of human SENP7 protease. Q9BQF6. 1.5% of 330,000 active. AID 434973. recombinant SENP7, Z-RLRGG-aminoluciferin luminescence, 40 min. inhibition, % at 5 µM;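 active = inhibition above about 50% at the single test dose, limit read from the data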;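 note: plate controls were DMSO with enzyme for no effect and no enzyme buffer wells for full effect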
Target sequence (Q9BQF6 706-1050 limits assumed): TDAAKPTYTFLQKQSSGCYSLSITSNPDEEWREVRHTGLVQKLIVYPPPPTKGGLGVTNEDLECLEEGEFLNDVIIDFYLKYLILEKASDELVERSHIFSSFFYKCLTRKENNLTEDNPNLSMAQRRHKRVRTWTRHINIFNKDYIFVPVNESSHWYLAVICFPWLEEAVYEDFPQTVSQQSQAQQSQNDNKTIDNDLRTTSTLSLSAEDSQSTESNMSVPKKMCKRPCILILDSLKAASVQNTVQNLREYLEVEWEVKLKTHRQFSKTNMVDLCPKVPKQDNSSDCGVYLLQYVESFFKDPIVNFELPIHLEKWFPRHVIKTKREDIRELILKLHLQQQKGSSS
PfG6PD inh: PfG6PD (Plasmodium falciparum) enzyme inhibition; PfGluPho enzyme, NADPH resazurin-diaphorase fluorescence; inhibition, % at 20 µM; 0.78% of 350,000 active; AID 504690;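 active = inhibition reaching at least a set limit at 20 µM in the primary screen, cut at about 59% in these data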;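 note: 0% = DMSO wells with substrate and 100% = DMSO wells lacking glucose-6-phosphate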
SENP6 inh: inhibitors of human SENP6 protease | Q9GZR1 | Recombinant SENP6 catalytic domain, aminoluciferin luminescence | inhibition, % at 10 µM | 1.8% of 330,000 active;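 active = inhibition above about 50% at the single tested dose, limit read from the data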;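 note: plate controls were DMSO wells with enzyme for no effect and DMSO wells lacking enzyme for full effect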
* = called active by the depositor; i = inactive; ? = inconclusive; . = no result given. Hits appear at their usual frequency; 4% or so of the library scored in one or more.

#1 CN(C)c1ccnc(-n2cccc2/C=N/OCc2ccccc2)c1C#N
#2 O=C(Nc1ccc2nc(-c3ccccc3)[nH]c2c1)c1ccco1
#3 O=C1NC(=O)C2C1C(c1cccs1)NN2Cc1ccccc1 (stereo not drawn)
#4 CCN(CC)CCNC(=O)C1CCC(=O)N1CCc1ccccc1 (stereo not drawn)
#5 CCc1cccc(NC(=O)c2ccc(Cn3c(=O)[nH]c4ccsc4c3=O)cc2)c1
#6 CCOC(=O)/C=C1\SCC(=O)N1CC(=O)Nc1ccc2c(c1)CCC2
#7 O=c1[nH]c(/C=C/c2ccccc2F)nc2ccccc12
#8 CCOc1ccc(N(C(C)C(=O)N2CCCC2)S(C)(=O)=O)cc1 (stereo not drawn)
#9 Cc1cc(Nc2ccccc2)n(-c2nc3ccccc3[nH]2)n1
#10 COc1ccc(CNc2nc3ccccc3n2Cc2ccccc2)cc1OC
screen / no. | 1 | 2 | 3 | 4 | 5 | 6 | 7 | 8 | 9 | 10
UBC13 polyUb | 4 | 13 | -9 | 1 | 9 | 6 | 7 | -8 | 4 | -5
SENP8 block-1 | -1 | -237 | -169 | 29 | -10 | 17 | i | -2 | 14 | 28
beta cell repl | 2 | -5 | -1 | 0 | 0 | -1 | -3 | -3 | -6 | -2
SENP8 block-2 | 5 | -5 | -6 | -4 | 3 | -7 | 83* | -4 | -1 | -3
SENP1 FRET inh | 0 | -1 | 3 | -1 | 3 | 0 | 0 | 0 | 0 | 3
HKDC1 inh | -6 | 3 | -4 | -7 | 0 | 16 | 4 | -1 | -5 | -1
SENP7 inh | 4 | 9 | 1 | 6 | -8 | 6 | 96* | 2 | -2 | -4
PfG6PD inh | -4 | 70* | 3 | -1 | -11 | 2 | 10 | -10 | 6 | -6
SENP6 inh | -8 | 20 | -2 | -10 | -12 | -9 | 92* | -6 | 0 | -3

#11 C/C=C\C=C/C(=O)Nc1cccc(C2=NOC3(C2)C[C@@H](C(N)=O)N(C(=O)/C=C/CC)C3)c1 (stereo partly drawn)
#12 Cc1cn(C2CCCO2)c(=O)nc1N (stereo not drawn)
#13 Cc1ccc(C(=O)OC2CCOC2=O)cc1NC(=O)c1ccco1 (stereo not drawn)
#14 Cc1ccc(C(C)C)c(OCCCCN2CCNCC2)c1
#15 C=CCn1c(SCC(=O)Nc2ncc(Cc3ccc(C)c(Cl)c3)s2)nnc1-c1ccncc1
#16 COc1cc2sc(-c3ccc(S(C)(=O)=O)cc3)c(-c3ccc4c(c3)OCO4)c2cc1OC
#17 Cc1nn(Cc2c(Cl)cccc2Cl)c(C)c1NC(=O)/C=C/c1cnn(C)c1C
#18 O=C1CNC(=O)/C(=C\c2ccc(F)cc2)N1
#19 Cc1[nH]c2ccccc2c1/C=N/NC(=O)c1ccccc1
#20 O=C(Nc1ccc(OC(F)(F)F)cc1)c1ccc2nc[nH]c2c1
screen / no. | 11 | 12 | 13 | 14 | 15 | 16 | 17 | 18 | 19 | 20
UBC13 polyUb | -30 | . | 11 | 3 | -5 | ? | 13 | 7 | -6 | -7
SENP8 block-1 | -17 | 5 | 19 | 16 | -7 | i | 12 | 15 | -21 | 6
beta cell repl | -5 | . | -4 | -4 | -1 | -3 | -3 | 3 | -2 | -1
SENP8 block-2 | 0 | . | 2 | -5 | -13 | 0 | 12 | -2 | -1 | -18
SENP1 FRET inh | -5 | 4 | -1 | 1 | 2 | -4 | 2 | -2 | 0 | 1
HKDC1 inh | 4 | -5 | 0 | -3 | -10 | 0 | -10 | -2 | -5 | -4
SENP7 inh | 1 | . | -7 | -7 | -2 | 1 | 10 | 2 | -8 | 5
PfG6PD inh | 24 | -6 | -15 | 7 | -33 | -2 | 3 | -14 | -1 | 7
SENP6 inh | -6 | . | 3 | -6 | -17 | -5 | -2 | 4 | -22 | -3

Compounds from the list above with an NH in an aromatic ring (6):
#2 O=C(Nc1ccc2nc(-c3ccccc3)[nH]c2c1)c1ccco1
#5 CCc1cccc(NC(=O)c2ccc(Cn3c(=O)[nH]c4ccsc4c3=O)cc2)c1
#7 O=c1[nH]c(/C=C/c2ccccc2F)nc2ccccc12
#9 Cc1cc(Nc2ccccc2)n(-c2nc3ccccc3[nH]2)n1
#19 Cc1[nH]c2ccccc2c1/C=N/NC(=O)c1ccccc1
#20 O=C(Nc1ccc(OC(F)(F)F)cc1)c1ccc2nc[nH]c2c1
screen / no. | 2 | 5 | 7 | 9 | 19 | 20
UBC13 polyUb | 13 | 9 | 7 | 4 | -6 | -7
SENP8 block-1 | -237 | -10 | i | 14 | -21 | 6
beta cell repl | -5 | 0 | -3 | -6 | -2 | -1
SENP8 block-2 | -5 | 3 | 83* | -1 | -1 | -18
SENP1 FRET inh | -1 | 3 | 0 | 0 | 0 | 1
HKDC1 inh | 3 | 0 | 4 | -5 | -5 | -4
SENP7 inh | 9 | -8 | 96* | -2 | -8 | 5
PfG6PD inh | 70* | -11 | 10 | 6 | -1 | 7
SENP6 inh | 20 | -12 | 92* | 0 | -22 | -3

Additional compounds follow.
#21 Nc1c(-c2ccccc2)c(CN2CCOCC2)nn1-c1ccc(C(=O)O)cc1
#22 O=C(NCCC1CCCCN1S(=O)(=O)c1ccccc1)C(=O)Nc1ccccc1 (stereo not drawn)
#23 CN1CCN(C(=O)CN(c2cc(C(F)(F)F)ccc2Cl)S(C)(=O)=O)CC1
#24 CC(C)CC(c1nnnn1Cc1ccc2c(c1)OCO2)N1CCC(C(N)=O)CC1 (stereo not drawn)
#25 CCCS(=O)(=O)c1nc(S(=O)(=O)c2ccc(C)cc2)c(N2CCOCC2)s1
#26 CCCCN(CC)C(=O)c1oc2ccc(S(=O)(=O)N3CCCC3)cc2c1C
#27 O=C(NCC1CCCO1)c1ccc2c(c1)S(=O)(=O)c1ccccc1C2=O (stereo not drawn)
#28 CCOc1ccccc1/C=C/c1cc(C(=O)O)c2ccccc2n1
#29 Cc1cc(C)cc(C(=O)N2CCN=C2c2ccccc2)c1
#30 O=C(CCc1c[nH]c2ccccc12)NN1C(=O)NC2(CCCCC2)C1=O
screen / no. | 21 | 22 | 23 | 24 | 25 | 26 | 27 | 28 | 29 | 30
UBC13 polyUb | 3 | 4 | 1 | -3 | 3 | 2 | 0 | 6 | -1 | 10
SENP8 block-1 | 8 | 18 | 12 | 11 | 1 | 9 | 18 | -454 | 23 | 10
beta cell repl | -4 | -2 | 2 | 3 | 2 | -2 | 0 | -2 | 3 | 1
SENP8 block-2 | 0 | -20 | 0 | -7 | 1 | -5 | 3 | -3 | -5 | 0
SENP1 FRET inh | 3 | 4 | 3 | 2 | 2 | 2 | 3 | -18 | 0 | 3
HKDC1 inh | 14 | 5 | 12 | -5 | -8 | -8 | 0 | -3 | 4 | 0
SENP7 inh | 7 | -6 | 12 | -7 | -1 | -1 | 0 | -5 | -1 | 3
PfG6PD inh | -14 | 20 | 8 | -9 | -9 | 6 | -4 | 15 | -6 | -8
SENP6 inh | -13 | -14 | 6 | -14 | 6 | 3 | 11 | 9 | 2 | -16

#31 CCN(CC(=O)NCc1cccs1)C(=O)c1ccc(-c2cccc(C(F)(F)F)c2)o1
#32 CSc1c(CC(=O)Nc2ccccc2)n(Cc2ccccc2)c2ccccc12
#33 COc1ccc(NC(=O)NNC(=O)c2ccc3ccccc3c2O)c(OC)c1
#34 CCC(C)NC(=O)c1ccccc1NC(=O)CN(c1cc(C)ccc1OC)S(C)(=O)=O (stereo not drawn)
#35 CCc1ccc(N(CC(=O)NCc2ccc(F)cc2)C(=O)c2csnn2)cc1
#36 CCn1cc(/C=N\NC(=O)COc2cccc(C)c2C)c(C)n1
#37 Cc1ccc(/C=N/n2c(=O)c(C(C)(C)C)nn3cnnc23)cc1
#38 COc1ccc2cc(C(=O)N3CCC(Cc4ccccc4)CC3)[nH]c2c1
#39 Cc1ccccc1OCc1nnc(SCC(=O)NC2CCCCC2)o1
#40 CCc1ccccc1Nc1nc(N)nc(CSc2nnnn2C)n1
screen / no. | 31 | 32 | 33 | 34 | 35 | 36 | 37 | 38 | 39 | 40
UBC13 polyUb | 1 | -5 | 11 | -4 | 1 | 6 | 6 | -1 | 1 | 13
SENP8 block-1 | -3 | 20 | -442 | -8 | 0 | 12 | 9 | -14 | 5 | 5
beta cell repl | -3 | -5 | -4 | 0 | 2 | 0 | 0 | -3 | 0 | -2
SENP8 block-2 | 5 | -3 | 2 | -7 | -11 | 2 | -6 | -16 | -2 | 1
SENP1 FRET inh | 2 | -1 | -3 | 1 | 1 | 0 | 0 | -35 | -1 | 3
HKDC1 inh | 0 | -11 | 12 | -9 | -3 | -8 | -3 | -3 | 1 | -7
SENP7 inh | 7 | 5 | -11 | -2 | -3 | 9 | 9 | -8 | -3 | 4
PfG6PD inh | 12 | 0 | -14 | 9 | 15 | 3 | -15 | -1 | 1 | -12
SENP6 inh | -18 | -4 | -22 | -10 | -8 | -2 | -3 | -8 | -14 | 3

#41 CC(=O)c1cccc(Nc2nc(-c3ccccc3)nc3ccccc23)c1
#42 Cc1cccc(-n2c(SCC(=O)N3CCN(c4ccccn4)CC3)nnc2N2CCOCC2)c1
#43 Cc1ccc2cc(C#N)c(SCC(=O)Nc3ccc4sc(C)nc4c3)nc2c1
#44 CC(=O)CSc1nnc(-c2ccc3c(c2)OCO3)o1
#45 Cc1cccc(NC(=O)c2nc[nH]c2C(=O)NCCCNC(=O)c2[nH]cnc2C(=O)Nc2cccc(C)c2)c1
#46 CCOC(=O)c1c(NC(=O)c2cccs2)sc2c1CCCC2
#47 O=C(NCc1cccnc1)c1ccccc1[N+](=O)[O-]
#48 CN(C)c1ccc(CN(C(=O)COc2ccccc2)C2CCS(=O)(=O)C2)cc1 (stereo not drawn)
#49 CC(C)CCn1c(Cl)nc2c1c(=O)n(C)c(=O)n2C
#50 COc1ccc(S(=O)(=O)N2CCCCC2)cc1NC(=O)c1ccc(OC)c(OC)c1
#51 CCCCn1c(=O)[nH]c2c(oc3ccccc32)c1=O
#52 CN(C)c1ccc(C(C(=O)NCC2CCCO2)N(Cc2ccccc2)C(=O)c2snc(C(N)=O)c2N)cc1 (stereo not drawn)
#53 O=C(COC(=O)Cc1cccc(C(F)(F)F)c1)Nc1cccc2ccccc12
screen / no. | 41 | 42 | 43 | 44 | 45 | 46 | 47 | 48 | 49 | 50 | 51 | 52 | 53
UBC13 polyUb | 9 | -16 | -6 | -4 | 4 | 17 | 4 | 1 | -6 | -1 | 6 | 10 | 6
SENP8 block-1 | i | -21 | . | 9 | 13 | i | -2 | 8 | 26 | -11 | -62 | -72 | 7
beta cell repl | -1 | 1 | -3 | -2 | -6 | 0 | -2 | 3 | -1 | 0 | -5 | 8.8* | -1
SENP8 block-2 | 0 | -5 | 2 | 1 | 10 | 0 | 0 | 0 | 1 | 2 | -5 | 2 | -6
SENP1 FRET inh | 1 | 2 | . | -2 | 0 | 0 | 1 | 0 | -1 | -1 | -2 | -1 | 0
HKDC1 inh | 1 | 1 | . | -4 | 4 | -3 | -3 | 0 | -1 | 2 | -1 | -3 | 5
SENP7 inh | 0 | -8 | 0 | 11 | 5 | 7 | 12 | -7 | -1 | -1 | -2 | -3 | -13
PfG6PD inh | -5 | 0 | . | 10 | 1 | 6 | 1 | 14 | -3 | 6 | -9 | 12 | 11
SENP6 inh | -5 | 3 | 3 | -5 | -9 | -8 | 3 | 4 | 5 | -15 | 21 | 7 | -18

Screening results from PubChem.
